Screening data from PubChem BioAssay.
TGFb inhibitor – blocks TGF-b signaling. HepG2 CAGA-GFP TGF-b/SMAD3 reporter, GFP fluorescence, 18 h; TGF-beta stimulated, 500 pg/mL final. Potency, µM (top dose mostly 46.1 µM), inactives show at the top dose activity, negative = inhibition, most hits filed as inhibitors. hit rate 1.2% among 410,000. AID 588855; also: potency is read from the fitted curve at half-maximal effect; % is scaled to controls: 0 for no effect and ±100 for the full control effect; nearly all actives have a fitted effect of over 65% in size
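Inhibition of TGF-beta-driven CAGA-GFP reporter expression in HEPG2 cells is measured by cellular GFP fluorescence after 18 h stimulation with 500 pg/mL recombinant TGF-beta in 1% FBS medium at 37 degrees C.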
Nrf2 ARE act – activators of Nrf2 (ARE) signaling; Potency, µM (highest dose often 46.1 µM), inactives show at the highest dose activation, hits mostly activators; AREc32 ARE-luciferase reporter (MCF7-derived line), luminescence, 24 h; hit rate 0.31% among 410,000; also: potency is read from the fitted curve at half-maximal effect; % of control where 0% means no effect; nearly all actives have a fitted effect of over 65% in size
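AREc32 cells carrying an ARE-driven firefly luciferase, 1000 cells/well in OPTI-MEM with 5% FBS, dosed after overnight attachment and incubated 24 hr at 37 deg C. Steady-Glo luminescence read after 30 min at RT.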
Mm-Cpn inhibitor – M. maripaludis TRiC chaperonin inhibition; purified Mm-Cpn ATPase, ADP Transcreener TR-FRET; Potency, µM (top dose mostly 76.9 µM), inactives show at the top dose activity, negative = inhibition, actives largely listed as inhibitors; hit rate 0.031% among 330,000; also: potency is read from the fitted curve at half-maximal effect; % is scaled to controls: 0 for no effect and ±100 for the full control effect; nearly all actives have a fitted effect of over 80% in size
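Inhibition of chaperonin ATP hydrolysis is measured as reduced ADP production, detected by competitive TR-FRET in which signal falls with ADP. Final enzyme 25 nM and ATP 10 uM, reacted 30 min at 37°C.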
EPAC2 antagonist – EPAC2 (human) antagonism; Q8WZA2; EPAC2 GEF exchange of Rap1B-BODIPY-GDP, fluorescence; Potency, µM (highest dose often 114 µM), inactives show at the top dose activity, negative = inhibition, hits mostly inhibitors; hit rate 0.18% among 360,000; AID 720708; also: potency is read from the fitted curve at half-maximal effect; % is scaled to controls: 0 for no effect and ±100 for the full control effect; nearly all actives have a fitted effect of over 45% in size; many of its hits are not listed in these tables
Target sequence (Q8WZA2 whole entry, looked up): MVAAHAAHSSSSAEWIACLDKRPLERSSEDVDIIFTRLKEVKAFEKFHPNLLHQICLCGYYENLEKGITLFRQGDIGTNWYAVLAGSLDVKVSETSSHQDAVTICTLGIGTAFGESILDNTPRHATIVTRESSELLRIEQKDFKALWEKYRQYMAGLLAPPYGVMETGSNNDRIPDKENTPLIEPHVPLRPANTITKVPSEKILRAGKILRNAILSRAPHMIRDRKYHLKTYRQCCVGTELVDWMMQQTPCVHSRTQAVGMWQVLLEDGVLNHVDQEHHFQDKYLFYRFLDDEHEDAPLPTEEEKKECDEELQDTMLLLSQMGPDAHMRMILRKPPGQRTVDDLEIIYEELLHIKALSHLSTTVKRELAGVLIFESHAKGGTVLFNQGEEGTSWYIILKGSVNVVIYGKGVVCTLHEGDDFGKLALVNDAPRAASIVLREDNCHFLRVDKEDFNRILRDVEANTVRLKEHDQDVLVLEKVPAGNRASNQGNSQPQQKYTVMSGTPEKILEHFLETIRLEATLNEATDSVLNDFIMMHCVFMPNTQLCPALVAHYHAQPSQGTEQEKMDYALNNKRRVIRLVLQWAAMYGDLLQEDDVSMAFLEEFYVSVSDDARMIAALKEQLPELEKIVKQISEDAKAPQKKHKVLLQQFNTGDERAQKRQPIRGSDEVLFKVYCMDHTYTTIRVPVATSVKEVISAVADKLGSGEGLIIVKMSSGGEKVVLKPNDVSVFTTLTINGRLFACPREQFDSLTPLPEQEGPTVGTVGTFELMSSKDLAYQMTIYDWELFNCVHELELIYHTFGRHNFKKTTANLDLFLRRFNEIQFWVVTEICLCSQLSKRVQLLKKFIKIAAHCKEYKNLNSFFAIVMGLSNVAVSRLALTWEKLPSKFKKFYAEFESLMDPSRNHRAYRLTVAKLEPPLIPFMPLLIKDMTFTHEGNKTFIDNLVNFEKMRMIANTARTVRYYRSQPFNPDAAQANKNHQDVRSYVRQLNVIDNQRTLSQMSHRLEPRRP
EPAC2 ag – EPAC2 (human) agonism; EPAC2 activation, biochemical qHTS; response scale: 100% = 6.5 mM cAMP response; Potency, µM (doses to about 154 µM), inactives show at the top dose activation, most hits filed as activators; Q8WZA2; hit rate 0.079% among 360,000; also: potency is read from the fitted curve at half-maximal effect; nearly all actives have a fitted effect of over 50% in size
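Guanine nucleotide exchange by EPAC2 is measured as reduced fluorescence of BODIPY-GDP once it is released from 250 nM Rap1B. Plates are read kinetically for 30 min at room temperature; results are scaled to 6.5 mM cAMP.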
A549 tox – A549 cytotoxicity, counter-screen for Nrf2 inhibitors. A549 ARE-Fluc cells, CellTiter-Fluor viability, 18-24 h. Potency, µM (series often up to 46 µM), for the others: at the top dose activity change, negative = cytotoxicity, hits mostly inhibitors. hit rate 0.16% among 390,000. AID 504648; also: potency is read from the fitted curve at half-maximal effect; % is scaled to controls: 0 for no effect and ±100 for the full control effect
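A549 ARE_Fluc cells in 5% FBS OPTI-MEM were exposed to compounds in concentration-response for 18-24 h at 37 deg C. Viability was read by CellTiter-Fluor fluorescence (Ex 405/Em 525) after 30 min, before the luciferase read.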
pAkt inh – blocks phosphorylation of Akt; Neuro2A IGF-stimulated pAkt S473 HTRF, 20 min; hits give low values; activity change, % for hits at 50 µM; hit rate 0.32% among 360,000; AID 651550; in the data active = activity change below about -80%; inconclusive = mostly about -51% to -80%; also: % is scaled to controls: 0 for no effect and ±100 for the full control effect
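Neuro2A cells in DMEM with 0.5% FBS, overnight at 37 deg C, given compound at single 50 µM final, then IGF (6 nM final) for 20 min at 37 deg C. Lysed; phospho-Akt Ser473 by HTRF after 24 h, 665/615 ratio.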
Nrf2 inh – Nrf2 pathway inhibition | A549 ARE-Fluc reporter, luciferase luminescence, 18-24 h | Potency, µM (titrated, usually from 46 µM), for inactives: at the top dose activity change, negative = inhibition, most hits filed as inhibitors | hit rate 2.1% among 360,000 | AID 504444; also: potency is read from the fitted curve at half-maximal effect; % is scaled to controls: 0 for no effect and ±100 for the full control effect; nearly all actives have a fitted effect of over 60% in size
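Reporter: ARE-Fluc in A549. Exposure: 18-24 h, 37 °C, 5% CO2, 5% FBS OPTI-MEM. Readouts: fluorescent cytotoxicity (CellTiter-Fluor), then luminescent Nrf2 signal after BugLite.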
CCT modulator – modulators of cytosolic chaperonin (CCT/TRiC) activity | hit rate 0.3% among 360,000 | purified chaperonin ATPase assay, HTRF ADP detection, 30 min | AID 651819 | activity change, % (test concentration not listed), hits read low; in the data active = activity change below about -30%; also: % is scaled to controls: 0 for no effect and ±100 for the full control effect
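TRiC (40 or 20 nM final, by batch activity) in 30 mM Tris pH 7.4, 100 mM KCl, 5 mM MgCl2, 1 mM DTT was treated with compound at 76 uM single dose, then 10 uM ATP, 30 min at 37 °C. ADP was read by HTRF Transcreener.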
* = called active by the depositor; i = inactive; ? = inconclusive; . = no result given. Unless noted, calls follow the shape of the dose curve; as a rule, active = well fitted curve in the direction sought with a large enough effect; inconclusive = small, poorly fitted or top-dose-only effect, or another doubt; inactive = no such curve, though single readings can be large; an effect the other way counts as inactive or inconclusive. A portion of the library; rates above refer to the full screens.

SMILES	TGFb inhibitor	Nrf2 ARE act	Mm-Cpn inhibitor	EPAC2 antagonist	EPAC2 ag	A549 tox	pAkt inh	Nrf2 inh	CCT modulator
COCCNc1nc(NCCOc2ccccc2)c2sc(-c3ccccc3)cc2n1	?	-1.0%	.	5.9%	11.7%	.	i	.	-1.7
O=C(c1ccc(CNS(=O)(=O)c2ccc(Br)cc2)cc1)N1CCCCCC1	?	0.1%	1.6%	-5.9%	10.4%	-7.5%	i	-17.1%	-0.8
O=C(NCC1CCCO1)c1cc(-c2ccccc2)nc2ccccc12 (stereo not given)	21.5%	2.3%	1.2%	0.5%	10.7%	0.3%	i	1.8%	0.0
COc1ccc(OC)c(NC(=O)CN2C(=O)C3(OCCCO3)c3ccccc32)c1	0.0%	-0.5%	-0.6%	9.0%	0.3%	-3.4%	i	-6.2%	-4.6
CCCN(C)C1CN(Cc2cn(Cc3ccc(C)cc3)nn2)S(=O)(=O)C1 (stereo not given)	.	0.1%	.	4.4%	7.9%	.	i	.	-4.2
COc1ccc(CNC(=O)c2cc3ccccn3n2)cc1OC	-2.0%	8.7%	.	.	.	9.0%	.	8.1%	.
CCN(C1CCCCC1)S(=O)(=O)c1cc2c3c(c1)CCN3C(=O)CC2	-14.9%	2.2%	-1.8%	-8.3%	16.3%	7.9%	i	-1.9%	0.3
C=C(C)CN1C(=O)C(C)SC1=NN=C1SCC(=O)N1C (stereo not given)	-6.8%	0.2%	.	2.2%	3.4%	.	i	.	-2.5
CCCN1CCN(C(=O)CN2C(=O)COc3ccc(S(=O)(=O)N(CC)CC)cc32)CC1	-2.5%	0.2%	0.7%	7.5%	-5.7%	1.1%	i	2.1%	0.3
COc1ccc(CCc2nnc(CCC(=O)N(C)Cc3ccncc3C)o2)cc1	1.8%	-0.6%	-1.0%	0.4%	4.4%	1.2%	i	15.1%	-4.5
O=C(Nc1ccc(C(=O)N2CCN(c3ccccc3F)CC2)cc1)C1=CSCCO1	3.0%	-0.2%	-1.7%	-11.5%	19.4%	1.0%	i	20.2%	-1.6
O/N=C1\CCCCc2ccccc21	-0.4%	-0.1%	1.2%	-1.2%	1.2%	-6.9%	i	11.7%	-3.3

6 records drawn at random from those above:
SMILES	TGFb inhibitor	Nrf2 ARE act	Mm-Cpn inhibitor	EPAC2 antagonist	EPAC2 ag	A549 tox	pAkt inh	Nrf2 inh	CCT modulator
O=C(NCC1CCCO1)c1cc(-c2ccccc2)nc2ccccc12 (stereo not given)	21.5%	2.3%	1.2%	0.5%	10.7%	0.3%	i	1.8%	0.0
O=C(c1ccc(CNS(=O)(=O)c2ccc(Br)cc2)cc1)N1CCCCCC1	?	0.1%	1.6%	-5.9%	10.4%	-7.5%	i	-17.1%	-0.8
CCN(C1CCCCC1)S(=O)(=O)c1cc2c3c(c1)CCN3C(=O)CC2	-14.9%	2.2%	-1.8%	-8.3%	16.3%	7.9%	i	-1.9%	0.3
COCCNc1nc(NCCOc2ccccc2)c2sc(-c3ccccc3)cc2n1	?	-1.0%	.	5.9%	11.7%	.	i	.	-1.7
O/N=C1\CCCCc2ccccc21	-0.4%	-0.1%	1.2%	-1.2%	1.2%	-6.9%	i	11.7%	-3.3
COc1ccc(CNC(=O)c2cc3ccccn3n2)cc1OC	-2.0%	8.7%	.	.	.	9.0%	.	8.1%	.

The listing continues.
SMILES	TGFb inhibitor	Nrf2 ARE act	Mm-Cpn inhibitor	EPAC2 antagonist	EPAC2 ag	A549 tox	pAkt inh	Nrf2 inh	CCT modulator
CCOC(=O)C1=C(CN(CC)Cc2ccccc2)NC(=O)NC1c1ccc(Cl)cc1 (stereo not given)	?	-1.1%	.	.	.	-9.8%	.	?	.
CN1CC2(C)OC(=O)C(Cl)=C2CC1c1ccccc1 (stereo not given)	-9.8%	0.0%	0.4%	-0.3%	-0.5%	17.6%	i	-10.7%	1.3
O=C(NCC(c1ccco1)N1CCc2ccccc21)c1cccc(F)c1 (stereo not given)	0.1%	0.4%	0.5%	6.8%	14.0%	3.2%	i	-10.4%	1.8
Cn1nc([N+](=O)[O-])nc1Sc1ccc(C(C)(C)C)cc1	9.2%	4.5%	1.4%	-10.3%	1.5%	1.5%	i	1.6%	-4.3
Cc1ccc(Nc2nc(N)nc(CSC(=S)N3CCOCC3)n2)c(C)c1	-17.9%	6.4%	1.7%	-3.9%	9.1%	10.9%	i	?	-1.0
CCOc1ccc(/C(C)=N/N2C(=O)C(CC(=O)Nc3ccc(OC)cc3[N+](=O)[O-])SC2=Nc2cccc(C)c2C)cc1 (stereo not given)	?	3.4%	2.0%	-10.5%	-5.2%	-6.2%	i	4.1%	0.5
COc1cccc(=O)c2c(C)n(-c3cc(C)cc(C)c3)c(C)c12	?	0.4%	1.3%	-1.5%	2.1%	-16.7%	i	-13.3%	-1.7
C[C@@H]1CC=C[C@H]2[C@H]1C(=O)N(Cc1ccccc1)[C@H]2c1ccc(F)c(-c2ccc(N(C)C)cc2)c1	-10.1%	-0.9%	-23.7%	5.3%	5.8%	-1.6%	i	?	-2.3
Cc1ccccc1-c1nc(CN(C)C(C)c2ccon2)c(C)o1 (stereo not given)	-0.7%	-0.1%	-0.4%	-14.9%	-11.9%	-6.0%	i	-12.7%	1.0
COc1cccc(C(O)c2ncc(-c3ccc4ccccc4c3)[nH]2)c1 (stereo not given)	?	4.5%	.	-3.1%	1.5%	.	i	.	0.4
CC(C)CCn1c(O)c(N=NC(=O)Cn2ccc(C(F)(F)F)n2)c2ccccc21	18.5%	-0.6%	-1.9%	0.6%	-10.2%	0.7%	i	-6.3%	-2.0
CCCn1c(N2CCN(CC(=O)NCc3cccs3)CC2)nc2ccccc21	2.6%	3.3%	2.6%	7.6%	-3.9%	-1.1%	-109.7%*	-7.7%	-0.9
Cc1ccc(-c2nc3s/c(=C\c4ccco4)c(=O)n3n2)cc1	11.2%	2.9%	1.5%	7.9%	0.8%	1.7%	i	5.3%	-0.7
O=C(CCn1nnnc1CN1CCOCC1)N1CCC(c2cccc(Cl)c2)C1 (stereo not given)	-2.6%	0.0%	-0.8%	-7.6%	5.5%	-3.2%	i	-3.0%	0.0
O=C(Nc1ccccc1)N(Cc1ccc2c(c1)OCO2)Cc1nc2ccccc2c(=O)[nH]1	11.5%	2.6%	2.6%	9.8%	-8.5%	-9.2%	i	5.1%	-3.4
CC(=O)c1cccc(NC(=O)CN(c2ccc(F)cc2)S(C)(=O)=O)c1	8.4%	2.3%	-2.6%	-2.9%	-8.5%	-1.6%	i	1.5%	-4.2
COc1ccc(Br)cc1C(=O)Nc1cccc(NC(=O)c2ccco2)c1	5.4%	0.1%	-1.2%	-3.5%	-0.3%	11.4%	i	?	2.6
Cc1cccc(OC(C)C(=O)NC2CCS(=O)(=O)C2)c1C (stereo not given)	1.0%	0.3%	0.9%	2.7%	-1.6%	2.5%	i	-6.6%	-0.7
Cc1ccc2c(c1)CCCN2C(=O)c1cc2ccccc2oc1=O	5.4%	-0.5%	-1.3%	1.1%	10.1%	0.2%	i	15.5%	1.0
COc1ccc(/C=C/C(=O)C23CC4CC(CC(C4)C2)C3)cc1CN1CCOCC1	?	?	-0.2%	-3.3%	13.4%	0.3%	i	4.6%	-5.9
CCOC(=O)[C@]12CCC=C1N(Cc1cccc3ccccc13)C(=O)[C@H](CC(=O)N1CCCC1)C2	.	0.8%	.	-5.0%	2.0%	.	i	.	0.9
O=C(COC(=O)c1cc([N+](=O)[O-])ccc1N1CCOCC1)c1ccc(OC(F)F)cc1OC(F)F	-26.7%	2.6%	0.5%	-9.9%	-6.8%	-14.7%	i	?	-0.2
CCc1ccc(NC(=O)CCS(=O)(=O)c2cc3c(cc2Cl)NC(=O)CO3)cc1	5.5%	-0.6%	.	.	.	-0.2%	.	?	.
COC(=O)[C@H](C)N(Cc1ccc(Cl)c(Cl)c1)S(=O)(=O)CCN1CCCC1	-1.7%	16.3%	-1.9%	-15.5%	5.2%	-1.6%	i	5.3%	-0.4

3 compounds from above, ordered by the number in Mm-Cpn inhibitor, rising.
Compound	Mm-Cpn inhibitor
CC(=O)c1cccc(NC(=O)CN(c2ccc(F)cc2)S(C)(=O)=O)c1	-2.6%
Cc1ccc2c(c1)CCCN2C(=O)c1cc2ccccc2oc1=O	-1.3%
Cc1ccc(-c2nc3s/c(=C\c4ccco4)c(=O)n3n2)cc1	1.5%

Next compounds:
SMILES	TGFb inhibitor	Nrf2 ARE act	Mm-Cpn inhibitor	EPAC2 antagonist	EPAC2 ag	A549 tox	pAkt inh	Nrf2 inh	CCT modulator
CC(C)Oc1ccc(C(=O)Nc2ccc(-c3nc4ccccc4s3)cc2)cc1	-37.1%	1.2%	.	.	.	3.6%	.	5.8%	.
CN(C)S(=O)(=O)c1cccc(COc2ccccc2C(=O)Nc2ccccc2)c1	0.0%	-0.5%	-5.5%	2.7%	10.1%	-14.5%	i	?	-1.5
CCN(CC(=O)Nc1ccc2c(c1)OCCO2)C(=O)c1cc(=O)[nH]c2ccccc12	15.8%	0.1%	1.2%	13.8%	2.9%	-1.8%	i	-0.1%	5.2
COCCNC(=S)N(CCc1c(C)[nH]c2ccc(F)cc12)Cc1ccco1	-42.5%	8.4%	-2.4%	-21.5%	6.9%	0.0%	i	-24.4%	-0.2
